Rv3671c inh: Rv3671c (M. tuberculosis) protease inhibition; inhibition, % at 5.96 µM; AID 2606; actives 0.048% (n = 320,000); in the data active = inhibition above about 38%;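 note: extracellular domain of Rv3671c used as enzyme; 0% = enzyme with DMSO and 100% = no enzyme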
DUSP3 inh: DUSP3 (human) phosphatase inhibition; AID 1654; recombinant VHR phosphatase, pNPP absorbance; P51452; actives 0.52% (n = 290,000); inhibition, % at 13.3 µM; in the data active = inhibition above about 50%; note: some compounds called inactive have numbers as strong as hits
Anthrax LF inh2: anthrax lethal factor protease inhibition; inhibition, % at 10 µM; multiplex microsphere protease cleavage assay, LF; AID 588501; P15917; actives 0.12% (n = 360,000); in the data active = inhibition above about 30%; note: plate controls were buffer without enzyme for full effect and enzyme alone for no effect
Target sequence (P15917 whole entry, looked up): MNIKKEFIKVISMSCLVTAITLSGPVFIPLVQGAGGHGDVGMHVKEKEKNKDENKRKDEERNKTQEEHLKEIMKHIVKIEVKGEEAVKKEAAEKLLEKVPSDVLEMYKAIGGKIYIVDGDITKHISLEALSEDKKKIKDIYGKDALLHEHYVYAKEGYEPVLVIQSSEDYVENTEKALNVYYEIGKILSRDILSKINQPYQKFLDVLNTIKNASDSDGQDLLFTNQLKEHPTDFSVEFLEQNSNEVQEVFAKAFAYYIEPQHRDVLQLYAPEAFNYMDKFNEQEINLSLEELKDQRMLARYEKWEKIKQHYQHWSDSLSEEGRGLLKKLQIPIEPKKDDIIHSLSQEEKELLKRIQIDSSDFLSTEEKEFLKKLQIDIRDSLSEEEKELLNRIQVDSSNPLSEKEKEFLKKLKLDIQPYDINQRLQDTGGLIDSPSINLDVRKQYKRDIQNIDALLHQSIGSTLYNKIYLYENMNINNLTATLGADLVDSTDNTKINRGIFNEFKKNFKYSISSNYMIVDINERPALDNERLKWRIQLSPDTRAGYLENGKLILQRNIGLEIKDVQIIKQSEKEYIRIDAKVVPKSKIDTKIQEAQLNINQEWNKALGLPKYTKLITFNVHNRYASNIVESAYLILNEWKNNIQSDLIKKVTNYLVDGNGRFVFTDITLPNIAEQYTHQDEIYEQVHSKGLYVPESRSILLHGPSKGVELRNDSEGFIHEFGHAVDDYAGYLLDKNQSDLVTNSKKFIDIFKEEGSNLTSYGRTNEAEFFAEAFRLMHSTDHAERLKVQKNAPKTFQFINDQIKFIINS
3CLpro inhibitor: SARS-CoV 3CLpro protease inhibition | P0C6X7 | recombinant SARS-CoV 3CLpro, quenched FRET peptide cleavage | inhibition, % at 6 µM | actives 0.14% (n = 290,000) | AID 1706; in the data active = inhibition above about 12%
Y pestis TopoI: Y. pestis Topo-I inhibition via cleavage products; AID 504884; actives 0.064% (n = 360,000); activity, % at 10 µM; Y. pestis Topo-I cleavage product accumulation, plate reader; in the data active = activity above about 50%, passing the limit was not always enough; note: inactives centre near 2
MazF activator: activators of E. coli MazEF toxin-antitoxin RNase | P0AE70 | FAM/BHQ RNA-DNA oligo cleavage fluorescence, 5 h | activation, % at 20 µM | actives 0.32% (n = 350,000) | AID 504720; in the data active = activation above about 50%
Target sequence (P0AE70 whole entry, looked up): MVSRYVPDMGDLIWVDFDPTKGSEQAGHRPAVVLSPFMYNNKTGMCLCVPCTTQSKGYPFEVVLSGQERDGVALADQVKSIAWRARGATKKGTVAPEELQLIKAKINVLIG
BH1578 lux ind: inducers of Vibrio cholerae quorum light production without autoinducers; V. cholerae BH1578 lux reporter, luminescence, 6 h; actives 0.16% (n = 350,000); activation, % at 18.7 µM; in the data active = activation mostly above about 9.7%, no sharp cut-off; note: not every result past the cut was called active; inactives centre near 0; reference of the scale not given here
PfHsp40 yeast: restores yeast growth despite PfHsp40 toxicity; S. cerevisiae expressing PfHsp40, growth rescue, ATP luminescence; growth rescue, % at 12.5 µM; actives 0.68% (n = 340,000); in the data active = growth rescue above about 28%, passing the limit was not always enough;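 note: yeast W303a lacking pdr1 and pdr3 grown in galactose medium; growth measured after three days at 30 °C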
TcdB inh: TcdB glycohydrolase inhibition; TcdB glycohydrolase enzymatic assay, plate reader; inhibition, % at 9.99 µM; actives 0.24% (n = 350,000); in the data active = inhibition above about 10%
PriA SSB inh: K. pneumoniae PriA-SSBct interaction inhibition. inhibition, % at 33 µM. actives 0.6% (n = 430,000). AlphaScreen SSBct-PriA binding, biotinylated peptide; in the data active = inhibition mostly above about 37%, no sharp cut-off; inactive = mostly below about 20%;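 note: plate controls were negative control peptide for no effect and reference peptide for full effect; strong numbers were not always called active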
* marks the source's active call; other numbers are inactive results; & = joins results of further samples. These rows are one share of the data. The share of hits here may be higher or lower than overall.

What do the screens show for `CC(=O)c1ccc(N2CCN(C(=O)CN(C)S(=O)(=O)c3cnc[nH]3)CC2)cc1`?
Rv3671c inh: -1.6; DUSP3 inh: 7.2; Anthrax LF inh2: -7.1; 3CLpro inhibitor: 3.3; Y pestis TopoI: -13.4; MazF activator: 5.2; BH1578 lux ind: 0.3; PfHsp40 yeast: -1.2; TcdB inh: 0.2; PriA SSB inh: 5.8

Results for CCc1ccc(NC(=O)C2CCN(c3ncnc4c3nc3n4CCCCC3)CC2)cc1 ?
Rv3671c inh: -5.1; DUSP3 inh: 5.3; Anthrax LF inh2: -1.0; 3CLpro inhibitor: 4.7; Y pestis TopoI: 6.0; MazF activator: 27.0; BH1578 lux ind: -7.1; PfHsp40 yeast: 1.6; TcdB inh: -0.5; PriA SSB inh: -1.0

What do the screens show for `CCOc1ccc(/C=N/NC(=O)c2ccc3nc[nH]c3c2)cc1OC`?
Anthrax LF inh2: -5.6; Y pestis TopoI: -0.8; MazF activator: 6.3; BH1578 lux ind: inactive; TcdB inh: 0.0

How did CN1C(C(=O)NCc2ccco2)CC2Cn3c(nc4cc5ccccc5cc43)C21 (stereo not given) do in these assays?
Rv3671c inh: -0.1; DUSP3 inh: 11.2; Anthrax LF inh2: 9.3; Y pestis TopoI: 11.3; MazF activator: 7.6; BH1578 lux ind: -0.5; PfHsp40 yeast: -0.2; TcdB inh: -0.7; PriA SSB inh: -11.4

What do the screens show for `NS(=O)(=O)c1ccc(CNC(=O)c2cnccn2)cc1`?
Rv3671c inh: -0.1; DUSP3 inh: 7.2; Anthrax LF inh2: 2.1; 3CLpro inhibitor: 1.0; Y pestis TopoI: 1.3; MazF activator: 15.2; BH1578 lux ind: -0.1; PfHsp40 yeast: -0.9; TcdB inh: 0.8; PriA SSB inh: -9.2

What do the screens show for `CCOC(=O)/C(C(=O)Nc1ccccc1Br)=C1/NC(C)(C)Cc2ccccc21`?
Rv3671c inh: -4.3; DUSP3 inh: 0.1; Anthrax LF inh2: -10.4; 3CLpro inhibitor: 2.5; Y pestis TopoI: 14.2; MazF activator: 5.5; BH1578 lux ind: -0.6; PfHsp40 yeast: -0.8

How did CN(C)Cc1c(C(=O)N/N=C/c2cccc(OCc3c(F)cccc3Cl)c2)nnn1-c1nonc1N do in these assays?
Rv3671c inh: -17.7; DUSP3 inh: 19.0; Anthrax LF inh2: 1.3; 3CLpro inhibitor: 4.8; Y pestis TopoI: 1.5; MazF activator: -27.1; BH1578 lux ind: -0.4; PfHsp40 yeast: 0.1; TcdB inh: 1.7

How did CNC(=O)c1ccc(-c2sc3nc(N4CCOCC4)c4c(c3c2N)CC(C)(C)OC4)o1 do in these assays?
Rv3671c inh: 0.8; DUSP3 inh: 10.6; Anthrax LF inh2: -5.6; 3CLpro inhibitor: -14.8; Y pestis TopoI: -5.3; MazF activator: 1.1; BH1578 lux ind: inactive; PfHsp40 yeast: 0.2; PriA SSB inh: 17.9

Results for COc1cccc(C(=O)Nc2cccc3cccnc23)c1OC ?
Rv3671c inh: 1.3; DUSP3 inh: -4.5; Anthrax LF inh2: 5.0; 3CLpro inhibitor: 0.2; Y pestis TopoI: 6.5; MazF activator: 8.4; BH1578 lux ind: -0.3; PfHsp40 yeast: -0.3; PriA SSB inh: -14.6

Results for CC(COc1ccccc1)N1CCC(CO)(CCc2ccccc2)CC1 (stereo not given) ?
Rv3671c inh: 0.6; DUSP3 inh: 22.5; Anthrax LF inh2: -15.1; 3CLpro inhibitor: 3.4; Y pestis TopoI: 0.5; MazF activator: 1.2; BH1578 lux ind: -0.3; PfHsp40 yeast: -0.3; TcdB inh: 0.4; PriA SSB inh: 5.2

What do the screens show for `COc1ccc(CN2CCC(CO)(Cc3ccccc3)CC2)cc1Cn1cccn1`?
Rv3671c inh: 6.2; DUSP3 inh: 30.9; Anthrax LF inh2: -4.2; 3CLpro inhibitor: 5.4; Y pestis TopoI: 5.8; MazF activator: 9.6; BH1578 lux ind: -1.5; PfHsp40 yeast: -0.9; TcdB inh: 1.3; PriA SSB inh: -2.3

How did COc1ccc(C)cc1N(CC(=O)N/N=C/c1ccccc1C(=O)O)S(=O)(=O)c1ccccc1 do in these assays?
Rv3671c inh: -12.5; DUSP3 inh: 14.1; Anthrax LF inh2: 0.9; 3CLpro inhibitor: 0.9; Y pestis TopoI: 3.1; MazF activator: -0.6; BH1578 lux ind: -0.3; PfHsp40 yeast: -1.1; TcdB inh: -2.8

What do the screens show for `O=c1c2[nH]c3ccc(F)cc3c2ncn1CCCN1CCOCC1`?
Rv3671c inh: -7.6; DUSP3 inh: 20.0; Anthrax LF inh2: 3.1; 3CLpro inhibitor: 0.1; Y pestis TopoI: -7.1; MazF activator: -4.9; PfHsp40 yeast: -1.9; PriA SSB inh: -2.3

What do the screens show for `C[C@@H]1CCCCO[C@@H](CN(C)C(=O)c2ccccc2)[C@@H](C)CN([C@H](C)CO)C(=O)c2cc(N(C)C)ccc2O1`?
Anthrax LF inh2: -4.1; Y pestis TopoI: 19.8; MazF activator: 3.3; BH1578 lux ind: inactive; TcdB inh: -12.9&-9.4&-20.2

How did Cc1ccc(C)c(NC(=O)CCn2nc(C)cc2C)c1 do in these assays?
Rv3671c inh: -3.2; DUSP3 inh: -11.2; Anthrax LF inh2: 0.5; 3CLpro inhibitor: -0.7; Y pestis TopoI: 3.8; MazF activator: -6.1; BH1578 lux ind: 3.0; PfHsp40 yeast: -0.2; PriA SSB inh: -5.5

Results for COc1ccc(OC)c(N(CC(=O)NCCSCc2ccco2)S(=O)(=O)c2ccccc2)c1 ?
Rv3671c inh: 3.1; DUSP3 inh: 7.4; Anthrax LF inh2: -2.0; 3CLpro inhibitor: -2.2; Y pestis TopoI: 32.3; MazF activator: 1.7; BH1578 lux ind: -0.1; PfHsp40 yeast: -1.8; TcdB inh: -3.9; PriA SSB inh: 10.3

Results for CC(Oc1ccccc1)C(=O)Nc1cc(Cl)ccc1-n1cncn1 (stereo not given) ?
Rv3671c inh: -9.1; Anthrax LF inh2: -0.5; Y pestis TopoI: 1.9; MazF activator: 2.1; BH1578 lux ind: inactive; PfHsp40 yeast: 4.3; TcdB inh: -1.4; PriA SSB inh: -4.8

Results for CC1(C(=O)NS(=O)(=O)c2cccs2)CCN1C(=O)Cc1ccc(-c2ccccc2)cc1 (stereo not given) ?
Anthrax LF inh2: 2.4; Y pestis TopoI: 16.8; BH1578 lux ind: inactive; TcdB inh: -0.8

How did CN(CCN1CCOCC1)Cc1nc(-c2ccc3c(c2)OCO3)no1 do in these assays?
Rv3671c inh: -0.2; DUSP3 inh: 22.2; Anthrax LF inh2: -1.5; 3CLpro inhibitor: 2.7; Y pestis TopoI: -0.5; MazF activator: -0.9; BH1578 lux ind: -0.3; PfHsp40 yeast: -0.3; TcdB inh: 0.7; PriA SSB inh: -14.9

Results for Cc1ccc(S(=O)(=O)N(C)C[C@@H]2Oc3ccc(NS(=O)(=O)c4ccccc4)cc3CC(=O)N([C@@H](C)CO)C[C@H]2C)cc1 ?
Anthrax LF inh2: -7.8; Y pestis TopoI: 23.0; MazF activator: 1.2; BH1578 lux ind: -0.8; PfHsp40 yeast: -0.3; PriA SSB inh: -6.3

What do the screens show for `CCOC(=O)N1CCC(NC(=O)c2cc3c(C)nc4ccccc4c3o2)CC1`?
Rv3671c inh: 5.0; DUSP3 inh: 29.2; Anthrax LF inh2: -2.2; 3CLpro inhibitor: -6.9; Y pestis TopoI: 16.7; MazF activator: 4.1; BH1578 lux ind: -0.2; PfHsp40 yeast: 1.3; TcdB inh: 0.5; PriA SSB inh: -2.9

What do the screens show for `COC(=O)c1ccc(C(=O)O)nc1`?
Rv3671c inh: -0.4; DUSP3 inh: 1.4; Anthrax LF inh2: -9.8; 3CLpro inhibitor: 7.1; Y pestis TopoI: -6.5; MazF activator: 7.0; BH1578 lux ind: -0.4; PfHsp40 yeast: 1.3; TcdB inh: 0.0; PriA SSB inh: -9.4

What do the screens show for `Cc1ccc(C(=O)NCC(=O)NC2CCCC2)cc1`?
Rv3671c inh: -9.9; DUSP3 inh: 34.8; Anthrax LF inh2: -4.2; 3CLpro inhibitor: 4.0; Y pestis TopoI: -0.7; MazF activator: 6.3; BH1578 lux ind: -0.3; PfHsp40 yeast: -1.1; TcdB inh: -0.6; PriA SSB inh: -10.7

How did CN(CC(=O)NCCCN1CCOCC1)S(=O)(=O)c1ccc(Cl)cc1 do in these assays?
Rv3671c inh: -1.4; Anthrax LF inh2: -4.3; Y pestis TopoI: 3.0; MazF activator: 4.0; BH1578 lux ind: inactive; PfHsp40 yeast: -0.1; TcdB inh: 1.1; PriA SSB inh: -0.1

How did CCN(CC)CCNc1cccc2sc3ccccc3c(=O)c12 do in these assays?
Anthrax LF inh2: -4.1; Y pestis TopoI: -5.3; MazF activator: -18.2; BH1578 lux ind: -0.3; TcdB inh: 2.5

What do the screens show for `COc1ccc(C2C3=C(CCCC3=O)NC3=C2C(=O)c2ccccc23)cc1` (stereo not given)?
Rv3671c inh: 6.3; DUSP3 inh: -9.2; 3CLpro inhibitor: 2.1; Y pestis TopoI: -11.2; MazF activator: 6.0; BH1578 lux ind: -0.6; TcdB inh: 1.0; PriA SSB inh: 31.2

What do the screens show for `O=C(Nc1ccc(S(=O)(=O)Nc2nccs2)cc1)c1ccc(N2C(=O)c3ccccc3C2=O)cc1`?
Rv3671c inh: -131.9; DUSP3 inh: 33.4; Anthrax LF inh2: -0.9; 3CLpro inhibitor: -4.7; Y pestis TopoI: -2.2; MazF activator: -4.0; BH1578 lux ind: -0.1; PfHsp40 yeast: 0.0; TcdB inh: 0.7; PriA SSB inh: -7.9

What do the screens show for `CCOc1ncccc1C(=O)N1CCN(S(=O)(=O)c2cccs2)CC1`?
Rv3671c inh: -1.0; Anthrax LF inh2: 0.7; Y pestis TopoI: -3.2; MazF activator: 3.7; BH1578 lux ind: -0.7; PfHsp40 yeast: 0.8; TcdB inh: 0.0; PriA SSB inh: -7.6

What do the screens show for `O=C(COC(=O)/C=C/c1cccc(Cl)c1)NCCc1ccc(Cl)cc1Cl`?
Rv3671c inh: -5.2; DUSP3 inh: 0.4; Anthrax LF inh2: -1.3; 3CLpro inhibitor: -1.5; Y pestis TopoI: 20.9; MazF activator: 8.7; BH1578 lux ind: inactive; PfHsp40 yeast: 0.1; PriA SSB inh: -1.6

Results for Cc1ccccc1C(=O)N1CCC(C(=O)Nc2ccc(F)cc2)CC1 ?
Rv3671c inh: -1.0; DUSP3 inh: -6.0; Anthrax LF inh2: -0.8; 3CLpro inhibitor: -7.1; Y pestis TopoI: -3.8; MazF activator: 0.1; BH1578 lux ind: -1.8; PfHsp40 yeast: -1.7; PriA SSB inh: -15.0

What do the screens show for `CCCS(=O)(=O)c1nc(S(=O)(=O)c2ccc(C)cc2)c(N2CCCCC2)s1`?
Anthrax LF inh2: -1.1; Y pestis TopoI: 30.6; MazF activator: 4.3; BH1578 lux ind: inactive; TcdB inh: -0.5

How did CCOc1cccc(OCCNC2CCCC2)c1 do in these assays?
Rv3671c inh: 0.5; DUSP3 inh: 9.0; Anthrax LF inh2: 5.2; 3CLpro inhibitor: 3.2; Y pestis TopoI: -3.1; MazF activator: -19.4; BH1578 lux ind: -0.5; PfHsp40 yeast: -0.9; TcdB inh: 0.5; PriA SSB inh: -9.3

Entries above that have a COOH group:
How did COc1ccc(C)cc1N(CC(=O)N/N=C/c1ccccc1C(=O)O)S(=O)(=O)c1ccccc1 do in these assays?
Rv3671c inh: -12.5; DUSP3 inh: 14.1; Anthrax LF inh2: 0.9; 3CLpro inhibitor: 0.9; Y pestis TopoI: 3.1; MazF activator: -0.6; BH1578 lux ind: -0.3; PfHsp40 yeast: -1.1; TcdB inh: -2.8

What do the screens show for `COC(=O)c1ccc(C(=O)O)nc1`?
Rv3671c inh: -0.4; DUSP3 inh: 1.4; Anthrax LF inh2: -9.8; 3CLpro inhibitor: 7.1; Y pestis TopoI: -6.5; MazF activator: 7.0; BH1578 lux ind: -0.4; PfHsp40 yeast: 1.3; TcdB inh: 0.0; PriA SSB inh: -9.4

Screens (PubChem BioAssay)
